MRP1 act: activates MRP-1; viability increase, % at 10 µM; H69AR cells + doxorubicin, viability rescue, CellTiter-Glo; actives 0.61% (n = 140,000);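 active = viability gain under doxorubicin at or above a set limit, the compound median plus 3 SD, cut at about 4.7% in these data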;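 also: MRP-1 overexpressing cells given doxorubicin 25 µM after compound pretreatment; 18-22 h compound pretreatment then 72 h with doxorubicin before readout; 0% = doxorubicin-only wells and 100% = vehicle-treated cells without doxorubicin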
Phagocytosis inh: inhibitors of macrophage phagocytosis; J774A.1 macrophage IgG-bead phagocytosis, imaging; inhibition, % at 5 µM; actives 0.07% (n = 110,000);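 active = inhibition above the mean of the plate negative controls plus 5 SD, cut at about 13% in these data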;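 also: phagocytic index as fraction of beads internalized from green versus red external bead signal; plate controls were DMSO negative control for no effect and cytochalasin-D positive control for full effect; some results beyond the cut were filed as inactive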
E-sel TNF inh: blocks E-selectin expression induced by TNF alpha; HUVEC TNFa-induced E-selectin immunofluorescence, high content; inhibition, % at 2 µM; actives 0.71% (n = 120,000); AID 1246;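 active = inhibition above the batch mean plus 3 SD, and confirmed as a hit on visual image review, cut at about 43% in these data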;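 also: 0% = TNF-stimulated DMSO wells and 100% = unstimulated control wells; not every result past the cut was called active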
Yeast growth inh: reduces growth of yeast BB579 in restrictive medium | S. cerevisiae BB579 growth, OD615, 48 h | inhibition, % at 10 µM | actives 0.51% (n = 140,000) | AID 804;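 active = inhibition above a set limit, 3 SD over the mean compound inhibition, cut at about 44% in these data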; also: inactives centre near -24
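System: Saccharomyces cerevisiae DeaD strain BB579, replicative lifespan model yeast. Buffer or medium: restrictive glucose-based CSMM-D medium. Doses: one dose, 10 µM compound with 0.25% DMSO. Timing: 4 h preincubation and 48 h exposure at 30 °C. Detection: turbidity as optical density at 615 nm. Benchmarks: amphotericin B 10 µg/mL, positive.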
GALR2 antag: blocks the human galanin receptor 2; inhibition, % at 4 µM; actives 0.39% (n = 140,000); O43603; AID 828; GALR2-expressing cells, antagonist mode; in the data active = inhibition above about 27%;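 also: cells stimulated with galanin 1-16 at roughly its EC80; 0% = agonist challenge control and 100% = basal control without agonist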
Target sequence (O43603 whole entry, looked up): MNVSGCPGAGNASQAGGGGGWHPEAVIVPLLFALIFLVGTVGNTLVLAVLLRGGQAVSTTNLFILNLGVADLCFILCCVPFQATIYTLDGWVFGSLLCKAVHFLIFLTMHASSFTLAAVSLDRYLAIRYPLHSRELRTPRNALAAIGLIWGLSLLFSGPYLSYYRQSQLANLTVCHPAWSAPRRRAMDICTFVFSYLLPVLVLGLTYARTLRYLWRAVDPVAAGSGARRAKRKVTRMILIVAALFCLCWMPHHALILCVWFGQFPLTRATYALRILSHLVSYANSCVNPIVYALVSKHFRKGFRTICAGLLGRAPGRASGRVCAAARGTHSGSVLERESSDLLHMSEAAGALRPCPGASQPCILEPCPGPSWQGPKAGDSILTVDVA
Measles CPE: protection of cells from measles virus; actives 1.5% (n = 140,000); Measles virus-infected cells, CPE protection, absorbance; protection (pct of control), % at 4 µM; in the data active = protection mostly above about 24%, no sharp cut-off; inactive = mostly below about 26%; also: some compounds called inactive have numbers as strong as hits
NPY Y2 blocker: antagonists of human neuropeptide Y receptor Y2; P49146; NPY-Y2 expressing cells, antagonist mode; inhibition, % at 2.7 µM; actives 0.99% (n = 140,000); in the data active = inhibition above about 17%;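 also: 0% = vehicle with agonist challenge and 100% = reference antagonist with challenge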
Target sequence (P49146 whole entry, looked up): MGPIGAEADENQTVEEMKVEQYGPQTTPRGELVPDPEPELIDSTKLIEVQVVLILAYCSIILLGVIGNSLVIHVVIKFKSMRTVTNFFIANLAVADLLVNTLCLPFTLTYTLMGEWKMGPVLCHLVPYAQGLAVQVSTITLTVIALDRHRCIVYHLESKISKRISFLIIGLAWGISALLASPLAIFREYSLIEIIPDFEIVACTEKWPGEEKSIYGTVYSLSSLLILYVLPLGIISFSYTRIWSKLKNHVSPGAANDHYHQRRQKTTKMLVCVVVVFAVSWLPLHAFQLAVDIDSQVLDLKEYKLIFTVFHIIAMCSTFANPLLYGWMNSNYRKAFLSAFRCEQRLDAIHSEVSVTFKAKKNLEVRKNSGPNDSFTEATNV
bCat KO growth: beta-catenin-lacking colon tumor cell growth suppression. HCT116 beta-catenin knockout viability, CellTiter-Glo, 60 h; hits give low values. AID 818. actives 1.5% (n = 140,000). viability, % at 10 µM;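 active = viability at or under a set limit, the compound median less 4 SD, cut at about 6% in these data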;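 also: 0% = Hyamine 1622 control at 20 µM and 100% = untreated cell control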
Yeast lifespan up: extends the lifespan of yeast. inhibition of the nicotinamide effect, % at 10 µM. actives 0.68% (n = 130,000). AID 775. S. cerevisiae growth with nicotinamide, OD615; deaD strain in restrictive glucose medium;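 active = inhibition above a set limit, placed 3 SD over the median of all compounds, cut at about 26% in these data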;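 also: 0% = nicotinamide-treated wells and 100% = cells grown without nicotinamide; some compounds called inactive have numbers as strong as hits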
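Test system – modified budding yeast, DeaD strain · Compound – single dose 10 µM compound, 0.25% DMSO · Times – culture preincubation 4 h, compound exposure 48 h, both 30 °C · Detection – optical density (absorbance) at 615 nm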
HCT116 PTEN-null: PTEN-deleted cell growth suppression | HCT116 PTEN-null viability, CellTiter-Glo, 60 h; hits give low values | viability, % at 10 µM | actives 1.2% (n = 140,000) | AID 827;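 active = viability at or below a set limit, 4 SD under the median of all tested compounds, cut at about 3.7% in these data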;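 also: PTEN knockout HCT116 line with beta catenin targeted HCT116 as companion control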
Starred values were filed as active, the others as inactive; / = no result given; & = joins results of further samples.

SMILES | MRP1 act | Phagocytosis inh | E-sel TNF inh | Yeast growth inh | GALR2 antag | Measles CPE | NPY Y2 blocker | bCat KO growth | Yeast lifespan up | HCT116 PTEN-null
Cc1ccc(-n2nnnc2SCC(=O)N2CCN(C(=O)c3ccco3)CC2)c(C)c1 | -0.3 | -2 | 2 | -29 | -3 | 7 | 1 | 94 | -8 | 97
O=C(Nc1ccccc1)N1CCN(c2ccc(C(F)(F)F)cn2)CC1 | 1.4 | -1 | -27 | -11 | -5 | 9 | 0 | 106 | -15 | 92
O=C(COC(=O)CC1c2ccccc2CCN1S(=O)(=O)c1ccccc1)Nc1ccccc1 (centres undefined) | -1.2 | -8 | / | -32 | -7 | 10 | 1 | 84 | -1 | 84
Cn1cc(Br)c(C(=O)NNC(=O)c2cccc(Br)c2)n1 | -4.1 | / | 25 | -29 | 9 | 39 | 1 | 87 | -17 | 94
O=C(O)c1ccccc1NS(=O)(=O)c1ccc2c3c(cccc13)C(=O)N2 | -0.4 | -2 | -1 | 7 | 8 | 8 | 5 | 108 | -10 | 105
O=C(c1ccco1)N1CCN(C(=O)c2sccc2-c2ccccc2)CC1 | -5.0 | / | 20 | -39 | -4 | 8 | 9 | 87 | -5 | 83
CNS(=O)(=O)c1cccc(C(=O)OCc2cc(=O)n3cc(Br)ccc3n2)c1 | 1.2 | -3 | / | -31 | 2 | 13 | 0 | 103 | 1 | 93
CCOc1ccccc1N1CCN(C(=O)C2c3ccccc3Oc3ccccc32)CC1 | -4.8 | 3 | 4 | -36 | -1 | 4 | 11 | 15 | -28 | 14
O=C(O)c1cc2nc(C3CC3)cc(C(F)(F)F)n2n1 | -1.5 | 2 | / | -71 | 5 | 9 | 1 | 92 | -4 | 95
C1CCC(n2nnnc2CN2CCN(C3CCCC3)CC2)CC1 | -0.6 | -3 | -8 | -17 | -3 | 10 | 2 | 98 | -2 | 98
CC(C)OCCCNC(=O)C1CCC(=O)N1C(C)C (centres undefined) | -0.2 | -3 | 22 | -24 | 3 | 13 | -1 | 101 | -1 | 108
CCCCCC(=O)N/N=C(\C)c1ccc(NC(=O)c2ccco2)cc1 | -1.4 | -2 | 0 | -52 | 2 | 6 | -1 | 98 | -14 | 97
CCc1ccccc1NC(=O)C1CCCN(S(=O)(=O)c2c(C)noc2C)C1 (centres undefined) | -3.0 | -3 | 24 | -4 | -7 | 10 | -3 | 94 | -5 | 95
COC(=O)c1cccc(N2C(=O)c3ccccc3S2(=O)=O)c1 | -0.3 | 0 | 8 | -10 | -32 | 2 | 4 | 96 | -14 | 91
COc1cccc(C(=O)Nc2ccc3c(c2)C(=O)c2ccccc2C3=O)c1 | -2.5 | -12 | / | -17 | -6 | 19 | -2 | 67 | -6 | 70
Cc1ccc[n+](-c2[nH]c(=O)sc2/C=N/NC(=O)c2ccccc2[O-])c1 | -2.5 | -6 | / | -3 | 9 | 10 | 4 | 88 | 6 | 88
COc1cc2nc(SCC(=O)NCc3ccco3)n(Cc3ccc(Cl)cc3)c(=O)c2cc1OC | -7.2 | / | -17 | -57 | 10 | 6 | 1 | 12 | / | 10
CCOC(=O)C1=C(C)N=C2SCCC(=O)N2[C@@H]1/C=C/c1ccccc1 | -3.6 | / | -27 | -18 | 15 | 16 | 1 | 84 | -6 | 72
Cc1cccc(C)c1NC(=S)N/N=C/c1ccc(OCCC(C)C)cc1 | -1.5 | -1 | / | -29 | -3 | 12 | -1 | 72 | -11 | 59&64
Cn1c(Oc2ccccc2NCc2cccc(Br)c2)cc(=O)n(C)c1=O | -2.6 | / | 17 | -13 | -3 | 3 | 5 | 61 | -27 | 49
CCn1c(=O)n(CC)c2cc(S(N)(=O)=O)ccc21 | 1.5 | / | 17 | 0 | 3 | 3 | 1 | 96 | -8 | 112
O=C(N/N=C\c1ccc(Br)cc1)c1ccc(Cn2cccn2)o1 | -3.1 | -4 | / | -8 | 21 | 5 | 2 | 91 | 5 | 102
Cc1ccc(S(=O)(=O)C(c2ccccc2)c2c(C)noc2C)cc1 (centres undefined) | -1.6 | -5 | 1 | -49 | -10 | 5 | 17* | 83 | 17 | 81
CC(C)(C)C(=O)[C@@H]1[C@@H]2C(=O)N(Cc3ccccc3)C(=O)[C@@H]2[C@H]2c3ccccc3C=CN12 | -1.8 | 1 | 8 | -66 | -3 | 1 | 2 | 89 | -5 | 91
CC1CCN(C(=O)COC(=O)c2n[nH]c3ccccc23)CC1 | 0.3 | 0 | / | -8 | -14 | 7 | 2 | 105 | -11 | 85

An excerpt of these results, as comma-separated lines.
SMILES,MRP1 act,Phagocytosis inh,E-sel TNF inh,Yeast growth inh,GALR2 antag,Measles CPE,NPY Y2 blocker,bCat KO growth,Yeast lifespan up,HCT116 PTEN-null
O=C(O)c1cc2nc(C3CC3)cc(C(F)(F)F)n2n1,-1.5,2,/,-71,5,9,1,92,-4,95
Cc1ccc(-n2nnnc2SCC(=O)N2CCN(C(=O)c3ccco3)CC2)c(C)c1,-0.3,-2,2,-29,-3,7,1,94,-8,97
C1CCC(n2nnnc2CN2CCN(C3CCCC3)CC2)CC1,-0.6,-3,-8,-17,-3,10,2,98,-2,98

(continued)
SMILES | MRP1 act | Phagocytosis inh | E-sel TNF inh | Yeast growth inh | GALR2 antag | Measles CPE | NPY Y2 blocker | bCat KO growth | Yeast lifespan up | HCT116 PTEN-null
O=C(CSc1nnc(-c2cc3ccccc3cc2O)n1Cc1ccco1)c1ccc(F)cc1 | -4.6 | 1 | -11 | -29 | -10 | 18 | -1 | 66 | 5 | 48
CCOC(=O)CCSc1nc(C(C)(C)C)cc(C(F)(F)F)c1C#N | -1.3 | / | -6 | -6 | 4 | 18 | 3 | 77 | / | 71
CCOC(=O)N1CCN(C(=O)c2cc3sccc3n2C)CC1 | -0.8 | -1 | 28 | 11 | 14 | 2 | 0 | 104 | -3 | 105
COC(=O)C(CC(C)C)NC(=O)c1cc(OC)c(OC)c(OC)c1 (centres undefined) | -0.7 | 3 | -9 | -68 | 6 | 18 | 0 | 91 | 0 | 95
Cc1ccc2c(C(=O)CN3CCN(C4CCCCC4)CC3)c(C)[nH]c2c1 | -4.0 | 1 | -1 | 2 | -6 | 10 | -2 | 91 | -10 | 99
CCc1ccc(N2C(=O)CC(N3CCC(C(=O)OC)CC3)C2=O)cc1 (centres undefined) | -1.3 | 0 | 1 | 3 | 5 | 8 | -2 | 109 | -17 | 107
O=C(CN=C1NC(=O)C(c2ccccc2)(c2ccccc2)N1)NCc1ccc(F)cc1 | -1.1 | -6 | / | -18 | 1 | 13 | 2 | 98 | 0 | 87
COc1ccc(Cc2nnc(NC(=O)CSc3ccccc3)s2)cc1 | -1.1 | -1 | -29 | -8 | 0 | 21 | 7 | 109 | -2 | 89
CC(=O)/C(N=Nc1ccc2c(c1)OCO2)=C(\C)O | -1.4 | -1 | 2 | -2 | -1 | 25 | 2 | 84 | -4 | 89
CC(=O)N(C)c1ccc(NC(=S)Nc2cccc3ccccc23)cc1 | -4.8 | -5 | 29 | -32 | 1 | 8 | 0 | 75 | -1 | 79
Cc1ccc(S(=O)(=O)/N=C(\CSC(N)=O)Nc2ccccc2)cc1 | -3.6 | -4 | / | -21 | -12 | 8 | 2 | 101 | -18 | 82
Cc1ccc(C)c(NC(=S)N2CCN(c3cccc(C(F)(F)F)c3)CC2)c1 | -0.8 | 4 | -60 | -39 | 4 | 11 | 5 | 88 | -1 | 88
COC(=O)COc1ccc(S(=O)(=O)Nc2ccc3c(c2)OCCO3)cc1Cl | -0.2 | -2 | -1 | -41 | 4 | 3 | 0 | 99 | 9 | 103
Cc1sc2ncn(CC(=O)N(CC(=O)NC3CCCC3)Cc3cccs3)c(=O)c2c1C | -1.2 | -1 | -19 | -13 | 7 | 27 | 1 | 81 | -13 | 76
COc1ccc(C2c3sc(=O)[nH]c3SC3C4CCC(C4)C23)cc1OC (centres undefined) | -3.2 | / | -4 | -46 | 8 | 6 | 2 | 85 | / | 93
CCCn1c(/C=N/Nc2nc3ccccc3[nH]2)nc2ccccc21 | -4.8 | -13 | 1 | -45 | 2 | 1 | 0 | 3.6* | -6 | 3.0*
O=C(COc1ncnc2ccccc12)NC(=O)NCc1ccccc1 | -1.9 | / | -22 | -31 | -4 | 27 | 2 | 103 | -8 | 89
COc1cccc(NC(=O)C2CCCN(S(=O)(=O)c3ccc(-n4cnnn4)cc3)C2)c1 (centres undefined) | -2.3 | 4 | -17 | -51 | 12 | 5 | 0 | 96 | -1 | 99
CN(CCC#N)c1ncnc2scc(-c3ccccc3)c12 | -1.7 | -1 | / | -55 | 10 | 3 | 2 | 86 | 21 | 92
O=C(CCCN1C(=O)c2cccc3cccc(c23)C1=O)N1CCc2ccccc2C1 | -2.1 | / | -12 | -19 | 1 | 3 | 4 | 87 | -24 | 106
CC(=O)N/C(=C/c1ccc2c(c1)OCO2)C(=O)NCCO | -0.5 | -5 | 9 | -13 | 3 | 10 | 2 | 91 | 1 | 91
CC1(C)NC(=O)N(CC(O)COC2CCCCC2)C1=O (centres undefined) | 0.0 | 0 | / | -62 | -6 | 5 | 5 | 74 | -10 | 72
Cc1cccc2nc(CNc3ccc(F)cc3)cn12 | -0.2 | -1 | -24 | -48 | 2 | 11 | 2 | 80 | -8 | 89
C=CCn1c(SCCOc2ccc(OC)cc2)nnc1C(CO)NC(=O)c1ccc(OC)cc1 (centres undefined) | 0.6 | -1 | -4 | -63 | 8 | 12 | 0 | 85 | -6 | 88
O=C(CCS(=O)(=O)c1cc(Br)cc2c1N(C(=O)C1CC1)CC2)NCc1ccco1 | -1.9 | 9 | -9 | -13 | 2 | 2 | 10 | 96 | -12 | 101

(further entries)
SMILES | MRP1 act | Phagocytosis inh | E-sel TNF inh | Yeast growth inh | GALR2 antag | Measles CPE | NPY Y2 blocker | bCat KO growth | Yeast lifespan up | HCT116 PTEN-null
O=C1CC(SCCc2nc3ccccc3[nH]2)C(=O)N1c1ccc(Cl)cc1 (centres undefined) | -1.2 | 1 | 43 | -11 | 6 | 7 | -2 | 114 | -1 | 99
CCc1ccccc1NC1c2ccccc2C(=O)N1c1cccnc1 (centres undefined) | -1.9 | -1 | -48 | -1 | -5 | 17 | 2 | 83 | -6 | 93
COc1ccc(C(=O)Nc2ccc([N+](=O)[O-])cn2)cc1OC | 0.4 | / | / | -23 | 4 | 14 | 1 | 98 | -6 | 99
O=C(COC(=O)CCC(NC(=O)OCc1ccccc1)C(=O)OCC(=O)Nc1ccccc1)Nc1ccccc1 (centres undefined) | 0.3 | -5 | / | -8 | -4 | 2 | 0 | 102 | -1 | 102
O=C1NNC(=O)C2C3C=CC(C4CC34)C12 (centres undefined) | -3.0 | 0 | -8 | -7 | -8 | 8 | 0 | 97 | -15 | 103
CCCCNc1c(N)n(CCCC)c(=O)[nH]c1=O | -3.5 | -10 | -2 | 7 | 6 | 33 | 2 | 95 | 3 | 100
COc1ccc(C2CC(=O)C3=C(C2)NC(C)=C(C#N)C3c2ccc(N(C)C)cc2)cc1 (centres undefined) | -0.7 | 0 | -47 | -38 | -8 | 22 | 2 | 74 | -22 | 69
